NOD2-RIPK2 inh – NOD2-RIPK2 binding disruptors in cells, primary screen, fluorescence, CHO cells, BLA complementation | Receptor-interacting serine/threonine-protein kinase 2 (Homo sapiens), O43353 | CCF4 ratio | inhibition, % at 4.98 µM | actives 0.38% (n = 360,000) | AID 624267, 2012; in the data active means inhibition above about 21%;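 further: 0% = vehicle only and 100% = reference blocker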
SRC1 inh – SRC1 coactivator transcriptional activity inhibitors, primary screen, cell-based, luminescence. HEK293 GAL4-SRC1 luciferase reporter. inhibition, % at 3.6 µM. actives 0.12% (n = 360,000). AID 588354, 2011;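 active means inhibition above the campaign mean plus 3 SD, with each screening campaign given its own cutoff, cut at about 60% in these data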;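 further: 0% = DMSO treated cells and 100% = gossypol at 36 µM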
SRC3 inh – SRC3 coactivator transcriptional activity inhibitors, primary screen, cell-based, luminescence; HEK293 GAL4-SRC3 luciferase reporter; inhibition, % at 3.6 µM; actives 0.17% (n = 360,000);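 active means inhibition above a per-campaign cutoff, the mean of all compounds plus 3 SD, cut at about 60% in these data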;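 further: 0% = DMSO-treated cells and 100% = gossypol-treated cells at 36 µM; higher means less SRC3-driven luciferase light from the GAL4 reporter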
TWEAK-Fn14 inh – inhibitors of TWEAK-Fn14 signaling, primary screen, luciferase reporter cells, uHTS | TWEAK-stimulated Fn14 reporter cells, luciferase luminescence, 8 h | inhibition, % at 10 µM | actives 2% (n = 360,000) | AID 1159606, 2016; in the data active means inhibition above about 50%
ABHD5-PLIN5 inh – ABHD5-PLIN5 interaction inhibitors, primary screen, cell lysate, split luciferase complementation, luminescence; Perilipin-5 (Homo sapiens) + 1-acylglycerol-3-phosphate O-acyltransferase ABHD5 (Homo …; Split G. princeps luciferase complementation, 4 h; AID 602281, 2012; actives 0.78% (n = 360,000); inhibition, % at 4 µM;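 active means inhibition above the mean inhibition across every tested compound plus 3 SD, cut at about 22% in these data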;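 further: 0% = DMSO only wells and the 100% control is not disclosed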
LRH-1 inv ag – LRH-1 (NR5A2) inverse agonists, primary screen, cell-based, luminescence, HEK293T, StAR-luciferase reporter; Nuclear receptor subfamily 5 group A member 2 (Homo sapiens), O00482; LRH-1 transfected, 24 h; inhibition, % at 3.6 µM; actives 0.13% (n = 360,000);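 active means inhibition above the mean inhibition of all tested compounds plus 3 SD, cut at about 73% in these data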;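 further: 0% = DMSO wells and 100% = reporter-only cells lacking LRH-1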
TLR9-MyD88 block – inhibitors of TLR9-MyD88 association in cells, primary screen, cell-based, CHO, BLA complementation, fluorescence; actives 0.21% (n = 340,000); AID 504734, 2011; inhibition, % at 4.98 µM; Toll-like receptor 9 (Homo sapiens) + Myeloid differentiation primary response protein …; CCF4 FRET ratio;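 active means inhibition above the mean over all tested compounds plus 3 SD, cut at about 21% in these data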;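 further: 0% = DMSO only wells and 100% = clavulanate BLA inhibitor control wells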
Target sequence (Q99836 whole entry, looked up): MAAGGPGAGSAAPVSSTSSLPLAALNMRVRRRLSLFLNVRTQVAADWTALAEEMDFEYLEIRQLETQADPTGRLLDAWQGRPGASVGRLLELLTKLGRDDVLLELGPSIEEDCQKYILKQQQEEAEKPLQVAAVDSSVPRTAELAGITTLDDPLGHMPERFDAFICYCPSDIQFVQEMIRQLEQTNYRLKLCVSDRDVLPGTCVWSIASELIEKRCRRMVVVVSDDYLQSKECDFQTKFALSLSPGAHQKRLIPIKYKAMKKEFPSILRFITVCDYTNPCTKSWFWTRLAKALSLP
Target sequence (Q9NR96 whole entry, looked up): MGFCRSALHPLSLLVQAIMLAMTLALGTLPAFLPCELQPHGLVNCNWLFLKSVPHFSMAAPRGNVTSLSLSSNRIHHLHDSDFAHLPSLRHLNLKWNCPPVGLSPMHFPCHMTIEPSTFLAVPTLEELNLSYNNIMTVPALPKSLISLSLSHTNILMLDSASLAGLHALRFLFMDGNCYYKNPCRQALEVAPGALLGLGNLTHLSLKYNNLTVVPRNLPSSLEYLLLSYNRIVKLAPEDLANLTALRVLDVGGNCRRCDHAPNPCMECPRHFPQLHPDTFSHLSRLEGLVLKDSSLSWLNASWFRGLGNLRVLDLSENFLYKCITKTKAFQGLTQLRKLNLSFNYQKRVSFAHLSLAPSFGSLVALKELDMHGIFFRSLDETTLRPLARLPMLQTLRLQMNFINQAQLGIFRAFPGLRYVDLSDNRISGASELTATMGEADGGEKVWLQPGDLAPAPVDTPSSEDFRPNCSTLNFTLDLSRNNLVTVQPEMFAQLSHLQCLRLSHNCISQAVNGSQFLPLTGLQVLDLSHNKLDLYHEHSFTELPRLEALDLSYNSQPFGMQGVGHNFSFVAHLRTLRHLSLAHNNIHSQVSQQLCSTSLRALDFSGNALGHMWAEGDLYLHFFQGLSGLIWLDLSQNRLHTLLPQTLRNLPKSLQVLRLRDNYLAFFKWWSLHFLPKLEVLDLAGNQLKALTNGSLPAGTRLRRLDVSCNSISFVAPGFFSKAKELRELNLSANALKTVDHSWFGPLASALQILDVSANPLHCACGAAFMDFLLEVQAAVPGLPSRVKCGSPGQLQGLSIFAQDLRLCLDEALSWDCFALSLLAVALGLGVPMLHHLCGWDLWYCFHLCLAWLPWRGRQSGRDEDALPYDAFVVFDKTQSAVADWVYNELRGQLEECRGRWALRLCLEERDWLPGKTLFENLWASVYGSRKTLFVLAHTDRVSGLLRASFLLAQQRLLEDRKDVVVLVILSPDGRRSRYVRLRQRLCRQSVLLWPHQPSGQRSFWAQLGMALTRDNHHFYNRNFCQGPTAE
Granule exo inh – LAMP-1 surface exposure blockers, TALL-104 cells – cell-based, flow cytometry, MLPCN library, primary screen; TALL-104 LAMP-1 surface exposure; cells stimulated with thapsigargin and PMA; inhibition, % at 10 µM; actives 0.66% (n = 360,000);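 active means inhibition above about 55%, limit read from the data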
TROY NFkB inh – inhibitors of TROY-driven NF-kB signaling, primary screen, Q293 LMP1-TROYcd cells, NF-kB luciferase, uHTS; inhibition, % at 10 µM; AID 1347056, 2019; Q293 LMP1-TROYcd NF-kB luciferase reporter, 4 h; actives 0.98% (n = 360,000);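 active means compounds whose plate-normalised and pattern-corrected inhibition of the luciferase reporter signal at the single screening dose is 50% or more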
NCOA2 inhibitor – inhibition of GAL4-SRC2 driven luciferase reporter, primary screen, SRC2 inhibitor project, cell-based, luminescence | actives 0.17% (n = 370,000) | inhibition, % at 9 µM | HEK293 GAL4-SRC2 luciferase reporter | Nuclear receptor coactivator 2 (Homo sapiens), Q15596;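 active means inhibition above the mean inhibition of all tested compounds plus 3 SD, set per campaign, cut at about 52% in these data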;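 further: 0% = DMSO treated cells and 100% = cells given Gossypol at 36 µM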
NR2F2 inh – NR2F2 transcriptional activity inhibitors, primary screen, cell-based, luciferase reporter, HEK293T, luminescence; AID 686940, 2013; COUP transcription factor 2 (Homo sapiens), P24468; HEK293T NGFI-A luciferase reporter; actives 0.7% (n = 370,000); inhibition, % at 8.6 µM;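 active means inhibition above a per-plate cutoff, mean inhibition of test wells between control levels plus 3 SD, cut at about 38% in these data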;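 further: cells cotransfected with COUP-TFII expression vector driving the NGFI-A reporter; 0% = median of COUP-TF2 test wells and 100% = reporter-only cells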
Active calls of the source: *; . = no result given. The list is partial (hit frequency here may not be typical).

SMILES	NOD2-RIPK2 inh	SRC1 inh	SRC3 inh	TWEAK-Fn14 inh	ABHD5-PLIN5 inh	LRH-1 inv ag	TLR9-MyD88 block	Granule exo inh	TROY NFkB inh	NCOA2 inhibitor	NR2F2 inh
N#Cc1ccc(C(=O)N2Cc3cnnn3-c3ccccc3C2C#N)cc1 (stereo not drawn)	3	0	5	1	9	-5	2	-1	7	-6	1
CSc1nc(C)c(Br)c(N2CC2)n1	-29	4	12	0	13	9	-4	4	9	9	-5
CCn1c(O)c(C=Nc2ccc(S(N)(=O)=O)cc2)c(=O)[nH]c1=S	-3	-13	6	21	0	24	5	-1	52*	-6	10
Cc1cc(/C=C2\C(=O)NC(=S)N(C)C2=O)c(C)n1C1CCCCC1	1	-25	7	-1	8	6	0	-2	3	2	7
CCOC(=O)C1=C(N)Oc2cc(C)oc(=O)c2C12C(=O)N1c3c(cccc32)C(C)CC1(C)C (stereo not drawn)	-2	0	17	7	-11	-7	0	-1	0	.	.
CC(C)CCNC(=O)c1c(N)n(CC2CCCO2)c2nc3ccccc3nc12 (stereo not drawn)	-5	-3	-9	23	-15	3	-16	2	13	-10	8
O=C1CC(c2ccccc2)CN1 (stereo not drawn)	2	-8	13	3	3	-3	-3	0	-18	22	-18
CC(C)C1CN1CC(O)Cn1ccnc1[N+](=O)[O-] (stereo not drawn)	0	1	-3	15	-2	0	.	-10	1	.	.
O=C(O)C12C3CCCC1C32c1ccccc1 (stereo not drawn)	2	0	2	-8	-2	1	-2	-13	-2	-8	-8
CCC(C)C1NC(=O)C2CCCN2C(=O)C(CC(C)C)OC(=O)CCNC(=O)C(C)N(C)C(=O)C(C(C)C)N(C)C1=O (stereo not drawn)	-1	7	16	-119	-5	24	-1	7	3	-7	-29
COc1ccc(-n2c(C)cc(C(=O)C[N+]34CCN(CC3)CC4)c2C)cc1	-20	6	13	6	6	-20	0	3	-1	14	-5
CCN(CC)c1ccc(CC2C(=O)N(C)C(=O)N(C)C2=O)cc1	-4	-1	2	16	-3	6	4	-10	8	.	.
C[C@]12CCC3C(CC[C@H]4C[C@H](O)CC[C@]34C)C1CCC2=O (stereo partly drawn)	-3	-16	7	-1	4	-13	0	0	-8	-8	-1
Cc1nc2ccccc2c(=O)n1-c1ccc(-c2ccccc2)cc1	9	20	12	10	10	-6	-7	-1	5	-4	-8
COc1cccc(NP2(=O)OCC(C)([N+](=O)[O-])CO2)c1 (stereo not drawn)	-5	-1	10	17	8	17	-4	-14	1	9	11
CCC(=O)Nc1ccc(N2CCN(CC)CC2)c(Cl)c1	-8	-10	-8	-12	5	5	8	12	14	14	13
CC1CCN(CC(=O)c2cccc(C(F)(F)F)c2)CC1	-3	10	12	-1	5	-6	0	26	5	14	0
C[C@]12CC[C@@H](O)C[C@H]1CC[C@@H]1[C@@H]2CC[C@]2(C)C(=O)CC[C@@H]12	-5	15	6	-5	3	-9	-1	3	0	6	12
CC(C)c1ccc(O)c(CN2CCN(c3ccccc3)CC2)c1	-5	-35	-19	4	-4	4	0	-2	9	-8	1
CC(C)(C#CC(=O)O)OOC(c1ccccc1)(c1ccccc1)c1ccccc1	5	-3	4	29	-1	-5	9	-1	6	-27	-2
Oc1ccc(Cl)cc1CN1CCN(Cc2ccccc2)CC1	-4	-4	13	-7	1	19	-10	1	15	4	1
c1ccc(CN2Cc3ccccc3-n3nncc3C2)nc1	-2	-6	-4	-2	-2	-23	3	-3	-2	-13	4
CC(C)C[C@H](NP(=O)(O)O[C@@H]1O[C@@H](C)[C@H](O)[C@@H](O)[C@H]1O)C(=O)N[C@@H](Cc1c[nH]c2ccccc12)C(=O)O	9	-3	13	-52	0	6	2	-4	-14	-13	4
CCn1cc(C(=O)c2cccs2)c2ccccc21	-2	6	-15	0	-1	16	-1	1	-2	-5	16
COc1ccc(OC)c([C@@H](O)[C@H](C)NC(C)(C)C)c1	-17	-4	0	17	-4	2	-13	-2	3	-5	-2
CN1CCC(O)(c2cccs2)C(C(=O)c2cccs2)C1 (stereo not drawn)	-4	3	-8	0	6	-3	7	75*	-1	-13	-26
CC(C)Oc1cc(-n2c(=S)[nH]c3ccccc3c2=O)c(Cl)cc1Cl	5	6	11	6	-10	22	1	0	6	-24	8
O=c1cc(C(F)(F)F)c2cc3c4c(c2o1)CCCN4CCC3	68*	5	1	12	-16	15	46*	-1	-5	0	-8
COC(=O)C1=C(c2ccc(F)cc2OCc2ccccc2)C[C@@H]2CC[C@H]1N2C(=O)NC1CCCCC1	-2	-2	-20	-14	-10	2	-4	-2	12	-11	-4
COc1ccc(C2CC(c3c(O)n(CCc4ccccc4)c(=O)[nH]c3=O)=NN2)cc1OC (stereo not drawn)	-2	-10	0	-7	-14	-5	-4	-2	7	1	6
CCOc1cccc(=NC2CCCCC2)c2c(C)[nH]c(C)c12	-3	23	33	-27	9	6	-7	-1	-10	-8	-16
CCC(=O)N1c2ccc(S(=O)(=O)CCC(=O)N3CCC4(CC3)OCCO4)cc2CC1C (stereo not drawn)	-2	-1	-7	-17	2	-14	-13	-1	9	5	-6
Cc1nn(-c2ccccc2)c(Cl)c1C1C(C#N)=C(N)Oc2c1c(=O)oc1ccccc21 (stereo not drawn)	3	-16	-21	1	3	-7	0	1	-14	-3	-2
CCCCCCn1c(O)c(/C=N/N2CCCCCC2)c(=O)[nH]c1=O	-2	-8	11	-9	-15	10	-10	-4	1	-20	-3
O=C(Cc1ccccc1)N1CCN(Cc2ccc(F)cc2)CC1	1	14	1	10	4	5	-9	0	7	1	-2
CN1C(=O)C(=Cc2ccccc2OCc2ccc(C(=O)O)cc2)C(=O)N(C)C1=O	-7	-112	14	-13	15	2	-16	0	-22	5	11
NC(Cc1ccc(F)cc1)c1csc(Nc2ncccn2)n1 (stereo not drawn)	-2	3	-2	-5	5	42	.	10	-5	-53	31
COC(=O)C1=C(c2cc3ccccc3s2)C[C@@H]2CC[C@H]1N2C(=O)NCCS(C)=O (stereo partly drawn)	-2	-16	8	8	3	-36	0	-1	9	-40	6
Cc1cc(OCC(=O)NCc2ccc(S(N)(=O)=O)cc2)c2c3c(c(=O)oc2c1)CCC3	-25	14	11	-52	3	21	6	-7	-11	-7	6
O=C(Cc1ccccc1)Oc1cccc(N2C(=O)CCC2=O)c1	-7	-13	22	-11	-4	1	2	-1	12	15	0
COc1ccc(OCC(=O)N2CCN(Cc3c[nH]c4ccccc34)CC2)cc1	-4	-17	-1	8	0	30	-7	4	-18	4	-6
CN(C(=O)Oc1ccc(C(=O)c2ccc(Cl)cc2)cc1)c1ccccc1	5	-5	7	3	1	-8	-11	-1	13	-7	-11
C[C@@]12CC[C@@H](c3cc4c(cc3C1)OCO4)N2c1ccccc1	-3	.	.	.	-13	-4	.	4	.	-15	-6

14 entries from above, sorted by SMILES length, low to high:
SMILES	NOD2-RIPK2 inh	SRC1 inh	SRC3 inh	TWEAK-Fn14 inh	ABHD5-PLIN5 inh	LRH-1 inv ag	TLR9-MyD88 block	Granule exo inh	TROY NFkB inh	NCOA2 inhibitor	NR2F2 inh
CCn1cc(C(=O)c2cccs2)c2ccccc21	-2	6	-15	0	-1	16	-1	1	-2	-5	16
c1ccc(CN2Cc3ccccc3-n3nncc3C2)nc1	-2	-6	-4	-2	-2	-23	3	-3	-2	-13	4
Oc1ccc(Cl)cc1CN1CCN(Cc2ccccc2)CC1	-4	-4	13	-7	1	19	-10	1	15	4	1
NC(Cc1ccc(F)cc1)c1csc(Nc2ncccn2)n1 (stereo not drawn)	-2	3	-2	-5	5	42	.	10	-5	-53	31
CN1CCC(O)(c2cccs2)C(C(=O)c2cccs2)C1 (stereo not drawn)	-4	3	-8	0	6	-3	7	75*	-1	-13	-26
O=C(Cc1ccccc1)N1CCN(Cc2ccc(F)cc2)CC1	1	14	1	10	4	5	-9	0	7	1	-2
O=c1cc(C(F)(F)F)c2cc3c4c(c2o1)CCCN4CCC3	68*	5	1	12	-16	15	46*	-1	-5	0	-8
COc1ccc(OC)c([C@@H](O)[C@H](C)NC(C)(C)C)c1	-17	-4	0	17	-4	2	-13	-2	3	-5	-2
CN(C(=O)Oc1ccc(C(=O)c2ccc(Cl)cc2)cc1)c1ccccc1	5	-5	7	3	1	-8	-11	-1	13	-7	-11
CC(C)Oc1cc(-n2c(=S)[nH]c3ccccc3c2=O)c(Cl)cc1Cl	5	6	11	6	-10	22	1	0	6	-24	8
CCC(=O)N1c2ccc(S(=O)(=O)CCC(=O)N3CCC4(CC3)OCCO4)cc2CC1C (stereo not drawn)	-2	-1	-7	-17	2	-14	-13	-1	9	5	-6
COc1ccc(C2CC(c3c(O)n(CCc4ccccc4)c(=O)[nH]c3=O)=NN2)cc1OC (stereo not drawn)	-2	-10	0	-7	-14	-5	-4	-2	7	1	6
Cc1cc(OCC(=O)NCc2ccc(S(N)(=O)=O)cc2)c2c3c(c(=O)oc2c1)CCC3	-25	14	11	-52	3	21	6	-7	-11	-7	6
COC(=O)C1=C(c2cc3ccccc3s2)C[C@@H]2CC[C@H]1N2C(=O)NCCS(C)=O (stereo partly drawn)	-2	-16	8	8	3	-36	0	-1	9	-40	6

Screening results from PubChem.
